CXCR6 block = CXCR6 receptor inhibitors, primary screen, cell-based, beta-arrestin, luminescence, CHO-K1 PathHunter, 1536-well | C-X-C chemokine receptor type 6 (Homo sapiens), O00574 | inhibition, % at 20 µM | 0.36% of 360,000 active; in the data active means inhibition above about 34%, passing the limit was not always enough;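 further: antagonist mode with CXCL16 agonist at 10 nM final; 0% = 10 nM CXCL16 with DMSO and 100% = unstimulated wells without agonist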
Target sequence (O00574 whole entry, looked up): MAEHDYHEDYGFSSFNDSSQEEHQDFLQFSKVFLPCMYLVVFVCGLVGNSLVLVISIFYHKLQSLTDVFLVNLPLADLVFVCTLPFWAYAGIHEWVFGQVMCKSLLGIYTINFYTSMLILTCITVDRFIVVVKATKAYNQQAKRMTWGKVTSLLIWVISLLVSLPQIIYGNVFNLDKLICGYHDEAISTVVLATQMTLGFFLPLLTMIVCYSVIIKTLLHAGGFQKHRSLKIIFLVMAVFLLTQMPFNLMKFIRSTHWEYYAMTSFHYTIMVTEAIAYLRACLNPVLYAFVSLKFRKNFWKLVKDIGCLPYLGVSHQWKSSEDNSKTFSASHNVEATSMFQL
Gli-Sufu block = Gli-Sufu pathway antagonists, primary screen, luciferase luminescence, Sufu-KO-LIGHT cells, uHTS; Sufu-KO-LIGHT fibroblasts, Gli luciferase reporter luminescence; inhibition, % at 5 µM; 0.74% of 340,000 active; AID 588413, 2011;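 active means inhibition above about 55%, limit read from the data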;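 further: 0% = DMSO-treated cells and 100% = wells with medium but no cells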
UBC13 polyUb = UBC13 polyubiquitin chain formation inhibitors, primary screen, biochemical, TR-FRET, uHTS. inhibition, % at 20 µM. 0.47% of 330,000 active. AID 485273, 2010; in the data active means inhibition above about 45%, passing the limit was not always enough
Target sequence (P61088 whole entry, looked up): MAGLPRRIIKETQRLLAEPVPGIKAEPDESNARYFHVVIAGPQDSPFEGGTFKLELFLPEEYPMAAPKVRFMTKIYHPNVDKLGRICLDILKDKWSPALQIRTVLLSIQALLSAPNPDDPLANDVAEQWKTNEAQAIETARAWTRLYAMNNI
CCR6 antag = CCR6 receptor antagonists, primary screen, cell-based, CHO-K1, luminescence, beta-arrestin, uHTS. CHO-K1 CCR6 PathHunter beta-arrestin, CCL20-stimulated. inhibition, % at 20 µM. 0.49% of 340,000 active;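 active means compounds whose inhibition of the agonist-driven luminescence signal at 20 µM reaches about 50%, limit read from the data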;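 further: cells stimulated with CCL20 at 14 nM final; plate controls were DMSO with CCL20 for no effect and DMSO without agonist for full effect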
EBI2 antag = EBI2 receptor antagonists, beta-arrestin recruitment, primary screen, cell-based, luminescence, 7a,25-OHC stimulation, uHTS. G-protein coupled receptor 183 (Homo sapiens), P32249. 7a,25-OHC stimulated. inhibition, % at 5 µM. 0.81% of 360,000 active; in the data active means inhibition above about 38%;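 further: enzyme fragment complementation signal reports receptor beta-arrestin coupling in cells; 0% = agonist plus DMSO wells and 100% = wells without agonist; some results beyond the cut were filed as inactive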
Target sequence (P32249 whole entry, looked up, the tested form may be a part): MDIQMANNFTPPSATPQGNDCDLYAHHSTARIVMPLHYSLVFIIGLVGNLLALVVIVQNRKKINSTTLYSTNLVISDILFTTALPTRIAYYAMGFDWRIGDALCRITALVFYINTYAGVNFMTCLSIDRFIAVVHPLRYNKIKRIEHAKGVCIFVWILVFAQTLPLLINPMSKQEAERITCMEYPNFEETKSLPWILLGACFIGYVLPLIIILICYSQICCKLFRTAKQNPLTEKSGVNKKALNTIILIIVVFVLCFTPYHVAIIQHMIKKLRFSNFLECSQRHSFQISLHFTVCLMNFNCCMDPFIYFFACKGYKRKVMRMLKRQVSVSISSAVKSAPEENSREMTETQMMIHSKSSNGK
APJ antagonist = antagonists of human apelin receptor APJ, primary screen, CHO-K1 cells, beta-arrestin complementation, luminescence; AID 2521, 2010; inhibition, % at 20 µM; 0.32% of 330,000 active; P35414;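 active means inhibition above about 40% at 20 µM, limit read from the data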;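 further: cells challenged with 10 nM apelin-13 agonist together with compound; plate controls were apelin-13 plus DMSO wells for no effect and DMSO wells lacking apelin-13 for full effect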
ATG4B inh = ATG4B protease inhibitors, primary screen, biochemical, fluorescence, uHTS. ATG4B cleavage of LC3-PLA2, NBD-HPC fluorescence, 1 h. inhibition, % at 8.33 µM. 0.51% of 340,000 active; in the data active means inhibition above about 40%
APJ ag = agonists of human apelin receptor APJ, primary screen, CHO-K1 cells, PathHunter beta-arrestin, luminescence. P35414. 0% DMSO wells, 100% apelin. activation, % at 20 µM. 0.11% of 330,000 active. AID 2520, 2010;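 active means activation more than six SD over the plate average, tested at 20 µM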;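 further: 0% = DMSO alone and 100% = apelin-13 at 10 nM; some results filed as inactive read as strong as hits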
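Incubation: overnight seeding, 90 min compound at 25 °C, 1 h detection; test system: PathHunter CHO-K1 APJ (AGTRL-1) beta-arrestin reporter cells; amount: 1000 cells/well; doses: one dose, 20 µM compound, 1% DMSO; measured by: beta-gal luminescence; measure: agonist-driven arrestin binding to APJ; benchmarks: negative DMSO alone, positive Apelin-13 at 10 nM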
* = called active by the depositor; · = no result given. This is a random part of the collection; 3% or so of the library scored in one or more.

SMILES	CXCR6 block	Gli-Sufu block	UBC13 polyUb	CCR6 antag	EBI2 antag	APJ antagonist	ATG4B inh	APJ ag
O=C1S/C(=C/c2ccc(N3CCOCC3)o2)C(=O)N1Cc1ccc(F)cc1	8	5	-197	14	19	22	-2	0
COc1ccc(C(=O)OCC(=O)Nc2c(C)n(C)n(-c3ccccc3)c2=O)cc1	-6	1	3	-9	1	-5	-2	0
CC(=O)Nc1ccc(S(=O)(=O)N2CCN(CC3CC4C=CC3C4)CC2)cc1 (stereo not drawn)	3	4	3	-8	-5	-5	-7	-2
CCCN(CCC)CCCNC(=O)c1cc2cc3ccc(Cl)cc3nc2o1	-2	16	6	-5	1	6	4	-3
O=C(c1cc(COc2ccc(F)cc2Cl)on1)N(CCO)Cc1cccs1	3	-12	-1	0	5	10	14	3
O=S(=O)(c1ccc(Cl)cc1)N1CCC(O)(c2cccnc2)CC1	-7	8	4	8	-1	11	-13	-7
CCCC(=O)Nc1ccc(C(=O)NNC(=S)NC(=O)c2ccc(Br)o2)cc1	5	0	5	22	7	11	0	-4
COc1cccc(NC(=O)COC(=O)c2ccc(C)c(S(=O)(=O)N3CCCCC3)c2)c1	8	0	8	12	4	6	-13	-3
Cc1nc2ccccn2c1C(=O)N/N=C/c1ccc(CNC(=O)C(=O)Nc2ccccc2)o1	0	4	-28	-2	5	-20	4	1
CN(C)C(=O)CCc1ccc2c3c([nH]c2c1)[C@]1(CCc2ccccc2)[C@@H](C(=O)N2CCCCC2)C[C@H](CC(=O)NCc2ccco2)C(=O)N1CC3	-1	8	·	34	3	·	-15	·
CCCOc1cccc(NC(=O)OC2CCN(C)CC2)c1	2	8	6	8	-30	-2	0	3
CCc1ccc(NC(=O)C2CCN(S(=O)(=O)c3ccc4c(c3)N(C(C)=O)CCO4)CC2)cc1	2	-13	-10	11	6	21	-16	-7

Of the compounds above, three contain a Cl atom:
SMILES	CXCR6 block	Gli-Sufu block	UBC13 polyUb	CCR6 antag	EBI2 antag	APJ antagonist	ATG4B inh	APJ ag
CCCN(CCC)CCCNC(=O)c1cc2cc3ccc(Cl)cc3nc2o1	-2	16	6	-5	1	6	4	-3
O=C(c1cc(COc2ccc(F)cc2Cl)on1)N(CCO)Cc1cccs1	3	-12	-1	0	5	10	14	3
O=S(=O)(c1ccc(Cl)cc1)N1CCC(O)(c2cccnc2)CC1	-7	8	4	8	-1	11	-13	-7

(next part)
SMILES	CXCR6 block	Gli-Sufu block	UBC13 polyUb	CCR6 antag	EBI2 antag	APJ antagonist	ATG4B inh	APJ ag
Cn1c(=O)n(CCCOc2ccc(Cl)cc2)c2ccccc21	12	-12	-7	1	6	3	3	0
Cc1ccc(NC(=O)CN(C)c2ccc(S(=O)(=O)N3CCCC3)cn2)cc1	3	-14	0	6	-12	5	-3	-2
O=C(CSc1n[nH]c(-c2ccccc2Br)n1)NC(=O)NCc1ccco1	2	-3	-1	2	-7	15	-7	-3
COc1ccc2cc(C(C)C(=O)O)ccc2c1 (stereo not drawn)	-9	-4	2	6	0	2	-7	-4
Cc1nn(CCc2nn[nH]n2)c2nc(-c3ccccc3)cc(C(F)(F)F)c12	-5	-3	6	19	-2	-4	27	1
CC1CCCCN1C(=O)COC(=O)CNC(=O)c1ccc(Cl)cc1Cl (stereo not drawn)	-22	-6	3	-5	-1	-5	0	-3
COc1ccccc1CCNS(=O)(=O)c1cc2c3c(c1)CCN3C(=O)CC2	0	4	-12	-4	-12	2	3	6
O=C(NCc1ccccc1)c1cccc(Br)n1	2	-3	-2	11	-4	8	2	-4
CC12CCC(C(=O)CC1=O)C2(C)C (stereo not drawn)	-6	-16	·	-2	-3	·	16	·
COc1ccc(C(=O)N2CCCC(O)C2)cc1OC1CCN(C(C)C)CC1 (stereo not drawn)	-13	-4	0	8	-10	12	18	2
CCN1C(=O)c2cccc3c(Cl)ccc(c23)C1=O	-7	1	31	0	-1	11	-6	-3
CCOC(=O)C(=NCC1CCCO1)NNc1ccccc1Cl (stereo not drawn)	-7	-6	15	14	9	4	29	-8

An excerpt from above in order of formula weight, rising:
SMILES	CXCR6 block	Gli-Sufu block	UBC13 polyUb	CCR6 antag	EBI2 antag	APJ antagonist	ATG4B inh	APJ ag
CCOC(=O)C(=NCC1CCCO1)NNc1ccccc1Cl (stereo not drawn)	-7	-6	15	14	9	4	29	-8
O=C1S/C(=C/c2ccc(N3CCOCC3)o2)C(=O)N1Cc1ccc(F)cc1	8	5	-197	14	19	22	-2	0
CC(=O)Nc1ccc(S(=O)(=O)N2CCN(CC3CC4C=CC3C4)CC2)cc1 (stereo not drawn)	3	4	3	-8	-5	-5	-7	-2

Further records follow:
SMILES	CXCR6 block	Gli-Sufu block	UBC13 polyUb	CCR6 antag	EBI2 antag	APJ antagonist	ATG4B inh	APJ ag
Cc1cc(=O)[nH]c2cc(Cl)ccc12	2	4	-1	-1	-3	7	1	4
O=C(Cn1nnc(-c2ccccc2)n1)NCc1ccc2c(c1)OCO2	-9	-2	-7	-13	-4	-3	0	-2
O=C(NCCc1ccccc1)c1ccc(CS(=O)(=O)Cc2ccc(F)cc2)o1	4	-2	-2	-2	17	1	-10	3
CCCC(=O)N(c1ccc2oc(=O)sc2c1)S(=O)(=O)c1ccccc1	9	-1	0	28	14	26	-2	-2
Nn1cc(-c2ccccc2)nc1SCC(=O)Nc1ccc(S(N)(=O)=O)cc1	-6	-24	-12	-5	1	-14	-4	-1
CON(c1nc(Cl)nc(N(C)C)n1)S(=O)(=O)c1ccccc1Cl	5	88*	0	-42	-5	5	-3	-3
COc1ccc(-c2nn(Cc3ccccc3)cc2C(=O)N2CCN(c3ncccn3)CC2)cc1	2	7	5	6	6	-7	-13	-2
Cc1ccc(-n2c(-c3ccncc3)n[nH]c2=S)cc1	-3	2	2	-2	10	12	-7	-2
O=S(=O)(NCc1ccc2c(c1)OCO2)c1cccc2nsnc12	-2	-20	-5	6	2	20	-9	-1
CCC(C)NC(=O)CSc1nnc(-c2ccc(Cl)cc2)n1N (stereo not drawn)	-6	2	8	11	1	-7	-1	-3
CN1CCN(Cc2nc3c([nH]2)c(=O)[nH]c(=O)n3C)CC1	4	6	3	-1	-16	10	-7	-5
CCOc1ccc(C(C(=O)NC2CCCCC2)N(C(=O)Cc2cccs2)c2ccc(-n3cnnn3)c(OC)c2)cc1 (stereo not drawn)	10	9	-5	15	10	-5	34	-3

Part of the list above in a different format:
> CCOc1ccc(C(C(=O)NC2CCCCC2)N(C(=O)Cc2cccs2)c2ccc(-n3cnnn3)c(OC)c2)cc1 (stereo not drawn)
  CXCR6 block = 10 | Gli-Sufu block = 9 | UBC13 polyUb = -5 | CCR6 antag = 15 | EBI2 antag = 10 | APJ antagonist = -5 | ATG4B inh = 34 | APJ ag = -3
> Cc1ccc(-n2c(-c3ccncc3)n[nH]c2=S)cc1
  CXCR6 block = -3 | Gli-Sufu block = 2 | UBC13 polyUb = 2 | CCR6 antag = -2 | EBI2 antag = 10 | APJ antagonist = 12 | ATG4B inh = -7 | APJ ag = -2
> COc1ccc(-c2nn(Cc3ccccc3)cc2C(=O)N2CCN(c3ncccn3)CC2)cc1
  CXCR6 block = 2 | Gli-Sufu block = 7 | UBC13 polyUb = 5 | CCR6 antag = 6 | EBI2 antag = 6 | APJ antagonist = -7 | ATG4B inh = -13 | APJ ag = -2

(next part)
SMILES	CXCR6 block	Gli-Sufu block	UBC13 polyUb	CCR6 antag	EBI2 antag	APJ antagonist	ATG4B inh	APJ ag
O=C(Nc1nccs1)C1CCCCN1S(=O)(=O)c1ccccc1 (stereo not drawn)	1	-24	-19	7	7	18	-12	-2
CC(=O)NNC(=O)CCn1nnc(-c2ccc(Cl)cc2)n1	-8	-4	-3	2	-7	-6	5	-3
CCN(C[C@H]1N[C@@](CC)(C(=O)OC)[C@H]2C(=O)N(Cc3ccccc3)C(=O)[C@@H]12)C(=O)Nc1ccc(C)cc1	-1	4	5	-3	0	9	1	-2
Cn1c(=O)[nH]c(=O)c2c1nc(N1CCNCC1)n2CCOc1ccccc1	6	-34	3	-5	5	8	-3	-2
CCOc1cc(Cl)c(S(=O)(=O)NCCCN2CCOCC2)cc1Cl	-7	-5	4	-2	3	14	-15	-2
CCCc1ccc(S(=O)(=O)N/N=C\c2ccc3c(c2)OCO3)cc1	-5	5	-2	-5	2	11	-9	-6
Cc1c(-c2ccccc2)n[nH]c1C(=O)N=Nc1c(O)[nH]c2ccccc12	-7	-17	-10	11	-3	11	-3	-1
O=C(CN(c1ccc2c(c1)OCCO2)S(=O)(=O)c1ccccc1)Nc1ccc2c(c1)OCO2	1	-11	1	3	-7	-15	-1	1
O=C(CN1C(=O)CCC1=O)NC(=O)NC1CCCC1	0	-3	-11	-2	-17	-20	7	-7
CN1CCC(NC(=O)c2cccc(Oc3ccccc3)c2)CC1	-1	11	-4	1	-9	6	-8	11
COc1ccc(OC)c(NC(=O)COC(=O)CCCN=C2NS(=O)(=O)c3ccccc32)c1	4	3	5	11	2	2	-7	-5
CN(C)S(=O)(=O)N(CCN1CCOCC1)Cc1ccccc1F	-4	-1	-1	10	3	10	3	-4
Cc1ccc(-c2nnn(CC(=O)N(c3ccccc3F)C(C(=O)NCC3CCCO3)c3c[nH]c4ccccc34)n2)cc1 (stereo not drawn)	1	20	-6	2	22	5	-10	-1
CCCNC(=O)NCc1ccc(N2CCCC2=O)cc1	-7	3	4	-1	-2	13	7	-1
CC(C)Cn1c(=O)c(-[n+]2ccccc2)c([O-])c2ccccc21	-6	-3	8	16	5	6	2	-2
COc1cn(-c2ccccc2)nc1C(=O)NCc1ccc(C)cc1	2	0	0	4	-9	10	-1	-3
Cc1cc(C)nc(N/N=C2/CCCC/C2=C\c2ccccc2)n1	-23	74*	-16	-4	-2	9	-6	-3
COc1ccc(C2(C(F)(F)F)NC(=O)N(C)C(=O)N2C)cc1 (stereo not drawn)	-4	9	12	-4	-10	5	-3	-1
Cc1ccc(C)n1-n1cnc2sc(-c3ccccc3)cc2c1=O	-1	-15	-3	6	19	25	14	-2
CCCOC(=O)c1ccc(NC(=O)c2cccc(S(=O)(=O)N3CCN(C(C)=O)CC3)c2)cc1	-21	-2	2	26	-9	-8	-12	0
CC(=O)Nc1ccc(NS(=O)(=O)c2ccccc2)cc1	-7	-4	-4	11	5	16	-6	-3
COC(=O)c1c(C)nc(C)c(C(=O)OC)c1-c1ccsc1	3	3	4	2	-10	28	-14	2
O=C(Nc1ccccc1)OCCCCOC(=O)Nc1ccccc1	-2	7	·	7	6	·	-4	·
CCc1cc2cccc(C)c2nc1SCC(=O)NC1CCCC1	4	-7	21	-2	7	11	-2	-5
CCOC(=O)C(C)Sc1ncc(-c2ccc(Cl)cc2)cn1 (stereo not drawn)	10	-14	1	4	9	-11	-2	-1
Cc1nn(CCO)c(N)c1C1(O)C(=O)Nc2c(Cl)cc(Cl)cc21 (stereo not drawn)	-13	-2	0	10	-18	-10	-7	0
